Source: PubChem BioAssay (National Center for Advancing Translational Sciences (NCATS))
Eya2 inh: blocks the phosphatase activity of human Eya2 | recombinant Eya2, OMFP fluorescence dephosphorylation (OMFP is methylfluorescein phosphate) | Potency, µM (doses to about 76.9 µM), inactives show top-dose activity, negative = inhibition, most hits filed as inhibitors | O00167 | 0.006% of 330,000 active; also: potency is read from the fitted curve at half-maximal effect; % is scaled to controls: 0 for no effect and ±100 for the full control effect
Target sequence (O00167 whole entry, looked up): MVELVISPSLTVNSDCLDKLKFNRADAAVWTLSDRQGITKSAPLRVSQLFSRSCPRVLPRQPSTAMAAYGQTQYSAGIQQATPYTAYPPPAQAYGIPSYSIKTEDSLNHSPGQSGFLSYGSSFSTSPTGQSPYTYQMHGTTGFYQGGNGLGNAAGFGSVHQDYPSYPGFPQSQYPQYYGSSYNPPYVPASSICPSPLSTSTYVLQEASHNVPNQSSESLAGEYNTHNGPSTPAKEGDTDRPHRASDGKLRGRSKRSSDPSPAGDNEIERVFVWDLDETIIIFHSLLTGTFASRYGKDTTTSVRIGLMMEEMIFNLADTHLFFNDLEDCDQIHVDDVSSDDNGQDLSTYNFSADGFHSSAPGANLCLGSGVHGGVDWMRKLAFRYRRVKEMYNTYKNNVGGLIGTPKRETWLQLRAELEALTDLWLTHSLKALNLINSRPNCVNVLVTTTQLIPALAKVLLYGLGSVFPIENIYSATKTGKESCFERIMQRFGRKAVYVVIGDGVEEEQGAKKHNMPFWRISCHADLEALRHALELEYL
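Eya2 (0.2 uM) preincubated 10 min at ambient with compound, then OMFP substrate added at 50 uM; 10 min reaction in 50 mM HEPES pH 7.5, 50 mM NaCl, 5 uM MgCl2, 0.05% BSA, 1 mM DTT. Fluorescence read at Ex 485/Em 525 nm.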
TRPV1 agonist: human TRPV1 agonism; Q8NER1; TRPV1-expressing cells, Fluo-8 calcium influx, agonist mode; activation, % at 8.33 µM; 0.19% of 320,000 active; AID 540275; in the data active = activation above about 80%; inconclusive = between about 30% and that limit; also: 0% is about no effect
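Cells expressing TRPV1 were dye-loaded with Fluo-8 and read kinetically: 10 s baseline, 3 min after compound (agonist portion), then 2 min after EC20 capsaicin (allosteric enhancer portion). Calcium-bound dye fluorescence at 480/520 nm.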
a7 integrin act: activates integrin-mediated alleviation for muscular dystrophy; alpha7betagal myoblasts, beta-gal FDG fluorescence, 48 h; Potency, µM (series often up to 38.3 µM), for inactives: at the highest dose activation, most hits filed as activators; 0.064% of 350,000 active;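 also: potency is read from the fitted curve at half-maximal effect; 100% = response of the positive control SU9516; nearly all actives have a fitted effect of over 60% in size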
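Alpha7betagal+/- myoblasts (passage 13) were plated 16-24 hr, then exposed to compounds (1:260 dilution of DMSO stock) for 48 hours at 37C. After MPER lysis, β-galactosidase reporter activity was read as FDG fluorescence (ex 480/em 540) after 30 minutes.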
B2AR arrestin: beta2AR (human) beta-arrestin recruitment activity; beta-arrestin recruitment to beta2AR, cell-based reporter; Potency, µM (highest dose often 46.1 µM), inactives show at the top dose activation, most hits filed as activators; 0.02% of 330,000 active;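 also: potency is read from the fitted curve at half-maximal effect; 0% = DMSO controls and full agonism = EC100 isoproterenol or metaproterenol; nearly all actives have a fitted effect of over 65% in size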
USP2a block: inhibitors of human ubiquitin-specific protease USP2a; USP2 core, Ub-CHOP2 coupled fluorogenic reporter, 485/531; O75604; Potency, µM (highest dose often 38.3 µM), for the others: at the highest dose activity change, negative = inhibition, most hits filed as inhibitors; 0.01% of 330,000 active;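 also: potency is read from the fitted curve at half-maximal effect; plate controls were DMSO wells for no effect and full inhibition by NEM control for full effect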
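Cell-free coupled assay: 10nM USP2 core preincubated 30min RT with compound in Tris-HCl pH 8.0/CaCl2/CHAPS buffer, then 25nM Ub-CHOP2 and 25nM reporter substrate; fluorescence (Ex 485/Em 531) read after 60min RT, normalized to NEM inhibition, concentration-response curves fitted.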
p53 reactivation: re-activators of mutant p53; Potency, µM (titrated, usually from 92.2 µM), for the others: at the top dose activity change, positive = activation, hits mostly activators; 0.063% of 320,000 active; H1299 p53-A138V BP100-luciferase reporter, luminescence, 24 h; also: potency is read from the fitted curve at half-maximal effect; % of control where 0% means no effect; nearly all actives have a fitted effect of over 45% in size
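H1299 (p53-null), stable ts p53-A138V + BP100-Luc; 1000 cells/well, Opti-MEM/10% FBS; cpd 4 pt, 1:5; 24 h, 37 deg C, 5% CO2; detection reagent 10 min RT; luminescence.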
PTAP TSG101 blk: blocks PTAP/TSG101 interaction to inhibit HIV-1 budding. Q99816. Fluorescence polarization, FITC-PTAP peptide / Tsg101 binding. Potency, µM (series often up to 115 µM), inactives show top-dose activity change, negative = inhibition, actives largely listed as inhibitors. 340,000 tested, under 10 active; active = well fitted inhibition curve with a large enough effect in the main read-out, with a control signal flat, not every such curve was filed as active; inconclusive = small, poorly fitted or top-dose-only effect, or effect the other way, or a change in a side signal; inactive = no such curve, though single readings can be large or run the other way; also: potency is read from the fitted curve at half-maximal effect; % of control where 0% means no effect
Target sequence (Q99816 whole entry, looked up): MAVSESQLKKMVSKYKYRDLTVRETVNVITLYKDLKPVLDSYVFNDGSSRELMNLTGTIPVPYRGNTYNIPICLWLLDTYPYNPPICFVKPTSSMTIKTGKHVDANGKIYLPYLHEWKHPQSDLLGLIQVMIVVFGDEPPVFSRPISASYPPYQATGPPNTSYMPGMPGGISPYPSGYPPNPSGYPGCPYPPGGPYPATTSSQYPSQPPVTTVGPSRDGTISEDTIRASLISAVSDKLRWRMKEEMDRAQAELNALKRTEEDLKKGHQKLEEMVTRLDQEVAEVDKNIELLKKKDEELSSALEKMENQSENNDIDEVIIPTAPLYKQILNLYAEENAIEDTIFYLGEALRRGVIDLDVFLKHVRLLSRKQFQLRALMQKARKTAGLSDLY
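Steps: Tsg101 binding domain dispensed (10 uM final), compounds pinned in DMSO, FITC-labeled PTAP-motif peptide added (50 nM final); after 20 min binding at room temperature, polarization measured.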
ELG1 genotoxic: induces genotoxicity in HEK293T cells with luciferase-tagged ELG1; Potency, µM (doses to about 46 µM), inactives show top-dose activity change, positive = activation, hits mostly activators; HEK293T ELG1-luciferase reporter, luminescence, 16 h; AID 504466; 1.3% of 330,000 active; also: potency is read from the fitted curve at half-maximal effect; % of control where 0% means no effect; nearly all actives have a fitted effect of over 60% in size
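DMSO vehicle served as control against compound-treated ELG1-luciferase HEK293T cells; exposure lasted 16 hr at 37 °C and 5% CO2, followed by ONE-Glo luminescence detection after 30 min.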
uPA surface inh: inhibitors of cell surface uPA generation. cell surface uPA generation assay, qHTS. 0.31% of 330,000 active. AID 540303. Potency, µM (highest dose often 38.3 µM), for inactives: at the highest dose activity change, negative = inhibition, most hits filed as inhibitors; active = well fitted inhibition curve with a large enough effect; inconclusive = small, poorly fitted or top-dose-only effect; inactive = no such curve, though single readings can be large or run the other way; tested in mouse RAW 264.7 cells; also: potency is read from the fitted curve at half-maximal effect; % is scaled to controls: 0 for no effect and ±100 for the full control effect; nearly all actives have a fitted effect of over 55% in size
S-ASM inh: blocks human secretory acid sphingomyelinase. P17405. Potency, µM (highest dose often 57.5 µM), for inactives: top-dose activity change, negative = inhibition, hits mostly inhibitors. placental ASM, HMU-PC fluorogenic substrate, 60 min. 0.006% of 340,000 active. AID 504937; also: potency is read from the fitted curve at half-maximal effect
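HMU-PC0 cleavage (9 uM final) by human placental ASM, 60 min at 37 °C following 10 min compound exposure at RT; stopped at pH 10, fluorescence Ex 386/Em 447 nm.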
BRCA1 expr act: BRCA1 expression activation; Potency, µM (titrated, usually from 46.1 µM), without a hit: at the highest dose activation, hits mostly activators; 1.1% of 380,000 active; MCF7-BRCA1-FFLuc reporter, luminescence, 48 h; response scale: scaled: vehicle 0%, 10 µM genistein 100%; also: potency is read from the fitted curve at half-maximal effect; nearly all actives have a fitted effect of over 80% in size; some results filed as inactive show a strong effect at the top dose
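MCF7 cells carrying a BRCA1-firefly luciferase reporter (2000 cells/well, phenol-red free MEM) were attached for 2 h at 37 °C, then given compounds for 48 h. Luminescence was read 15 min after luciferase reagent; activity normalized to genistein (10 microM) and DMSO.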
The depositor's hits bear a star; ? = inconclusive; . = no result given; & = joins results of further samples; [ ] = another dose, or the depositor's remark. Unless noted, calls follow the shape of the dose curve; as a rule, active = well fitted curve in the direction sought with a large enough effect; inconclusive = small, poorly fitted or top-dose-only effect, or another doubt; inactive = no such curve, though single readings can be large; an effect the other way counts as inactive or inconclusive.

SMILES	Eya2 inh	TRPV1 agonist	a7 integrin act	B2AR arrestin	USP2a block	p53 reactivation	PTAP TSG101 blk	ELG1 genotoxic	uPA surface inh	S-ASM inh	BRCA1 expr act
Cc1ccc(CNC(=O)CS(=O)(=O)Cc2nc(-c3ccccc3F)oc2C)cc1	1%	10	-4%	0.0%	1%	8%	0%	-1%	3%	-1%	7%
CCOC(=O)c1nn(-c2ccccc2)c2nnc(Cc3ccc(C)cc3)c(=O)n12	1%	21	15%	-0.1%	4%	3%	-1%	2%	1%	0%	-4%
COc1ccc(NC(=O)c2ccccc2NC(=O)c2ccccc2)cc1	1%	-6	-3%	-0.3%	-6%	4%	-5%	6%	13%	0%	0%
CCCOC(=O)Nc1nnc(CCC)s1	3%	1	-13%	0.0%	-1%	16%	-5%	20%	.	1%	40%
CCOC(=O)Cc1csc(NC(=O)CSc2nnnn2-c2ccc(C)cc2C)n1	-7%	1	-32%[inhibitor]	0.1%	-4%	-1%	0%	-1%	-3%	2%	-6%
COC(=O)c1c(NC(=O)CSc2nnc(-c3ccco3)n2Cc2ccccc2)sc(C)c1C	-11%	0	-28%	-0.4%	-1%	-4%	-7%	-4%	11%	-11%	-64%
Cc1c(C(=O)Nc2cc(F)cc(F)c2)cnn1-c1ccccc1	-10%	0	-13%	0.4%	0%	?	0%	?	-8%	-8%	?
CNC(=O)c1cc2c(ccc3ccccc32)oc1=N	-13%	0	.	0.9%	-5%	4%	.	4%	.	.	.
CN(C)CCOCCOc1ccc(Cl)cc1Br	10%	8	-60%[inhibitor]	0.3%	2%	-4%	-5%	-6%	4%	-2%	-13%
CCN(C(=O)CCS(=O)(=O)c1cccc2nsnc12)c1cccc(C)c1	4%	0	-2%	-0.7%	0%	4%	-3%	-14%	1%	-11%	11%&-1%
O=C(c1cc(N2C(=O)C3C4CCC(C4)C3C2=O)ccc1Cl)N1CCN(c2ccc(F)cc2)CC1 (stereo not given)	-14%	3	33%	-0.9%	-1%	-3%	-5%	-11%	-3%	2%	-69%
CC1Sc2ccc(S(=O)(=O)N3CCC(C(=O)NCc4ccccc4)CC3)cc2NC1=O (stereo not given)	1%	1	6%	-0.2%	1%	0%	-1%	-5%	-7%	6%	-21%
CCOC(=O)c1c(NC(=O)C2C3C=CC(C3)C2C(=O)O)sc2c1CCC(C)C2 (stereo not given)	-14%	0	26%	0.2%	-2%	6%	-2%	-3%	-2%	-18%	-12%
Cc1ccc2[nH]c3c(c2c1)CN(C(=O)CN1CCN(c2ccccn2)CC1)CC3	9%	?	-16%	-0.1%	-1%	-1%	-10%	-10%	3%	4%	-19%
O=C(/C=C/c1ccco1)NC(=S)Nc1ccccc1N1CCCC1	1%	21	-25%	5.7%	-2%	0%	-4%	-7%	-17%	-7%	-59%
COCCn1c(NCc2ccc(C)cc2)nc2c1c(=O)[nH]c(=O)n2C	-12%	-5	1%	-0.5%	0%	7%	-1%	6%	-8%	-1%	-15%
C=CCOc1ccc(C(=O)/C=C2/C(=O)Nc3ccccc32)cc1	-1%	1	-37%	-0.6%	1%	9%	-3%	16%	-11%	-8%	-9%
CCC(CO)Oc1cc(NC(=O)c2ccccc2[N+](=O)[O-])c2ncn(C(C)C)c2c1 (stereo not given)	4%	.	-16%	-0.2%	4%	-5%	-1%	2%	-4%	0%	-2%
CC(=O)N(C)c1ccc(NC(=O)COc2ccc(Br)cc2C)cc1	4%	20	16%	-0.3%	1%	-19%	-4%	10%	-4%	0%	-19%
CCc1noc(C)c1C(=O)Nc1ccc(S(=O)(=O)N2CCC(C)CC2)cc1	-44%	8	11%	-0.2%	-4%	-7%	-1%	15%	2%	0%	-15%
NC(=O)c1nsc(C(=O)N(c2ccccc2)C(C(=O)NC2CCCC2)c2cccs2)c1N (stereo not given)	4%	-4	16%	0.4%	-1%	2%	-1%	12%	0%	183%[activator]	1%
CCc1ccc2c(c1)c(N=NC1=NC(=O)CS1)c(O)n2CC	4%	3	15%	-0.2%	1%	-2%	-8%	-3%	5%	-4%	0%
COc1ccc(/C(C)=N/NC(=O)Cc2c(C)nc(C)[nH]c2=O)cc1	0%	-1	10%	-0.4%	2%	1%	1%	0%	4%	8%	-1%
COc1ccc(-c2nc(CN3CCC(C(=O)NC4CCCc5ccccc54)CC3)c(C)o2)cc1OC (stereo not given)	.	.	19%	.	.	.	-1%	.	-10%	3%	-11%
CCOC(=O)C1=C(C)NC(=O)NC1c1ccc(-c2ccc(F)cc2)o1 (stereo not given)	-4%	2	?	-0.1%	-1%	-1%	0%	-1%	9%	3%	-14%

(next part)
SMILES	Eya2 inh	TRPV1 agonist	a7 integrin act	B2AR arrestin	USP2a block	p53 reactivation	PTAP TSG101 blk	ELG1 genotoxic	uPA surface inh	S-ASM inh	BRCA1 expr act
C=CCn1c(SCC(=O)NCCC2=CCCCC2)nc2ccc(Cl)cc2c1=O	-4%	-2	13%	-1.4%	0%	2%	0%	-1%	2%	4%	-2%
CCOc1ccc(-n2c(SCC(=O)Nc3cc(C)on3)nnc2-c2c[nH]c3ccccc23)cc1	-17%	4	-9%	-0.1%	3%	-1%	-1%	?	.	2%	-9%
O=C(COC(=O)/C=C/c1cccc(F)c1)Nc1ccccc1-c1ccccc1	0%	11	19%	-0.6%	-6%	-2%	0%	2%	0%	-1%	-14%
Cc1ccnc(Nc2nc(-c3ccc(O)cc3)cs2)c1	6%	7	8%	-0.8%	0%	3%	-3%	?	-2%	-4%	?
NCCCC[C@@H]1NC(=O)[C@H](CCC(=O)O)NC(=O)c2cc([N+](=O)[O-])cc(I)c2SC[C@@H](C(=O)NCC(N)=O)NC1=O	-1%	-6	17%	-0.2%	1%	1%	-7%	1%	6%	3%	-7%
O=C(Nc1ccc(Cl)cc1)Nc1cccnc1	8%	?	12%	-0.3%	4%	18%	-9%	?	-12%	-1%	?
CN(C)C(CNc1ncnc2ccccc12)c1c(F)cccc1Cl (stereo not given)	4%	-1	-24%	-1.8%	2%	-1%	-5%	-1%	-1%	24%	-40%
O=C(Cn1nnc2ccccc21)Nc1ccc(Cl)cn1	6%	1	5%	0.0%	1%	1%	1%	0%	6%	-1%	10%
O=C(Nc1ccc2nc3n(c(=O)c2c1)CCCCC3)C(=O)N1CCN(c2ccccc2F)CC1	-3%	-2	?	0.0%	-2%	-5%	-3%	-4%	3%	-7%	7%
C=CCn1c(=NC(=O)c2ccccc2[N+](=O)[O-])sc2cc(S(C)(=O)=O)ccc21	-5%	1	-3%	-0.3%	-1%	1%	0%	-6%	0%	4%	-12%
CCOc1ccc(NCC(=O)Nc2ccc(Cl)cc2C)cc1	2%	1	-4%	-0.6%	4%	3%	-3%	0%	.	-2%	2%
Cc1ccccc1CSc1nc(-c2ccccc2)cc(=O)[nH]1	2%	0	-4%	-0.4%	-2%	3%	-2%	0%	4%	1%	-26%
Cc1ccc(C)c(N2CCN(C(=O)CCc3nc(-c4cccc(Br)c4)no3)CC2)c1	-2%	.	-6%	-0.3%	-5%	4%	-1%	3%	2%	-1%	12%
COC(=O)[C@@]12CCCCN1[C@H](c1ccc(-c3ccc(Cl)c(Cl)c3)cc1)[C@H]1C(=O)N(C)C(=O)[C@H]12	12%	.	11%	0.2%	?	-3%	0%	-1%	-3%	-10%	1%
COc1cc(SC)ccc1C(=O)NCCOc1c(C)cc(C)cc1C	0%	17	-7%	0.2%	3%	-3%	.	-3%	-3%	-10%	-33%
COc1ccccc1C(=O)N/C(=C\c1ccccc1)C(=O)NC(Cc1ccccc1)C(=O)O (stereo not given)	2%	-2	-5%	-0.2%	3%	-4%	-8%	-1%	3%	2%	-8%
COc1ccccc1N=C(C)C1=C(O)CC(c2ccccc2)CC1=O (stereo not given)	-14%	4	-23%	-0.3%	1%	-10%	-3%	?	-6%	-2%	-79%
c1ccc(CSc2ncnc3ccccc23)cc1	2%	20	29%	-0.2%	3%	12%	0%	-5%	3%	-9%	10%
COc1cc(/C=C(\C#N)C(=O)c2c[nH]c3ccccc23)cc(OC)c1O	14%	3	-3%	-0.2%	3%	0%	29%	4%	3%	-11%	-18%
O=C(NCCc1c[nH]c2ccccc12)/C(=C\c1cccnc1)NC(=O)c1cccs1	4%	-1	-16%	-1.3%	-1%	-6%	0%	0%	3%	2%	-1%

Limited to p53 reactivation, for 2 of the compounds above:
mol	p53 reactivation
O=C(COC(=O)/C=C/c1cccc(F)c1)Nc1ccccc1-c1ccccc1	-2%
Cc1ccnc(Nc2nc(-c3ccc(O)cc3)cs2)c1	3%
